Screening data deposited in PubChem BioAssay by several laboratories.
M5 ag – CHRM5 agonism in calcium assay; AID 624037; CHO-K1 hM5 cells, Fluo-8 calcium fluorescence; 0% DMSO wells, 100% maximal acetylcholine response; activation, % at 3 µM; hit rate 0.19% among 360,000;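 active = activation above the run's mean over test compounds plus 3 SD, cut at about 23% in these data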;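 also: signal is peak over basal fluorescence ratio across the kinetic read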
M5 antag – CHRM5 antagonism in calcium assay. inhibition, % at 3 µM. hit rate 0.59% among 360,000. AID 624040. CHO-hM5 cells, Fluo-8 calcium fluorescence, ACh EC80;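 active = inhibition above a per-plate cutoff, the mean of that plate's test compounds plus 3 SD, cut at about 27% in these data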;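 also: 0% = acetylcholine EC80 with DMSO and 100% = DMSO without agonist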
CHRM1 PAM – potentiates human M1 receptor response to acetylcholine; P11229; CHO-K1 hM1, Fluo-8 calcium fluorescence, ACh EC20; 0% = ACh EC20, 100% = maximal ACh; activation, % at 3 µM; hit rate 0.088% among 360,000; AID 588819; in the data active = activation above about 19%, passing the limit was not always enough
Target sequence (P11229 whole entry, looked up): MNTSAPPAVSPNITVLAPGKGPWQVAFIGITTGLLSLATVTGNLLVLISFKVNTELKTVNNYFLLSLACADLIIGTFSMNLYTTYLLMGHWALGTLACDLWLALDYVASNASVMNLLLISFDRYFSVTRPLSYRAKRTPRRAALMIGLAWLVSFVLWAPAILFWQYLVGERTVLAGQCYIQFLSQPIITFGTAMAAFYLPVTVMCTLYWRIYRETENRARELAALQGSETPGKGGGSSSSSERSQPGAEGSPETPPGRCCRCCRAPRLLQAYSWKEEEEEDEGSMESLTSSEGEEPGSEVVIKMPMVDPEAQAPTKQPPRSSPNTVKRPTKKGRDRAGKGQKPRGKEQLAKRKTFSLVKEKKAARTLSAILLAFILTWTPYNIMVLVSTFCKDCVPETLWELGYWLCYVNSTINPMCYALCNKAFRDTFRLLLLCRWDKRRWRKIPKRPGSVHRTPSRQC
CRFBP-R2 agonist – CRF-BP/CRF-R2 complex agonism. hit rate 0.46% among 350,000. activation, % at 13.2 µM. HEK293 CRF-R2/CRF-BP, calcium dye fluorescence (FLIPR); percent of saturating CRF peptide response;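 active = activation of at least 50%, plus an integration ratio under a set limit after plate pattern correction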;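 also: plate controls were neutral control wells without compound for no effect and CRF at EC100 for full effect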
M4 PAM – positive allosteric modulators of human muscarinic M4 receptor | CHO-K1 hM4/Gqi5, Fluo-8 calcium fluorescence, ACh EC20; 0% = ACh EC20, 100% = maximal ACh | hit rate 0.4% among 360,000 | activation, % at 3 µM;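 active = activation above its plate's cutoff, the mean activation of sample wells plus 3 SD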; also: some results filed as inactive read as strong as hits
Target sequence (P08173 whole entry, looked up): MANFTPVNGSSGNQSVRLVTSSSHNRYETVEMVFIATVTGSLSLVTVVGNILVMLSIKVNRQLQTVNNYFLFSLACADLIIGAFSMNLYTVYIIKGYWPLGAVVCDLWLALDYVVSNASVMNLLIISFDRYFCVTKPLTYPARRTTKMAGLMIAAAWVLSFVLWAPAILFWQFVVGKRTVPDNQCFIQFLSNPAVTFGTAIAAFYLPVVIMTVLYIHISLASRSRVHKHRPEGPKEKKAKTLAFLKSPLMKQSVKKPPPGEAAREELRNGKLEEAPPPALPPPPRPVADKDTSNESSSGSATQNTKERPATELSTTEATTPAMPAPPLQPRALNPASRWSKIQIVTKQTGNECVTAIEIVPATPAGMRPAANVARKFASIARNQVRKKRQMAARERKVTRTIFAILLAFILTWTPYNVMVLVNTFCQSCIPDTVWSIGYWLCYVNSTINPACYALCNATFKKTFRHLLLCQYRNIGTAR
M5 PAM – potentiates acetylcholine response at human M5 receptor | activation, % at 3 µM | CHO-K1 hM5, Fluo-8 calcium, ACh EC20 PAM; 0% = ACh EC20, 100% = ACh EC100 | hit rate 0.3% among 360,000 | P08912;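 active = activation above the run cutoff, the mean activation of all test compounds plus 3 SD, cut at about 18% in these data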
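System: CHO-K1 cell line with stable human muscarinic M5 receptor expression | Also added: EC20 acetylcholine as agonist stimulus | Compound: One concentration, 3 µM final (nominal) | Timing: Fluo-8 loading 80 min at 37 °C plus 30 min room temperature | Measured by: Fluo-8 calcium dye fluorescence, kinetic read | Read-out basis: % activation, ACh-normalized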
M1 antag – blocks human M1 muscarinic receptor; CHO-K1 hM1, Fluo-8 calcium fluorescence, ACh EC80 antagonist; AID 588852; hit rate 1.3% among 360,000; inhibition, % at 3 µM; P11229;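 active = percent inhibition above its own plate's cutoff, namely the mean of that plate's compound wells plus 3 SD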;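 also: peak over basal fluorescence ratio during 140 s after agonist addition; 0% = ACh EC80 plus DMSO and 100% = DMSO alone without agonist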
CHRM4 agonist – agonists of human muscarinic M4 receptor (CHRM4); AID 624127; CHO-K1 hM4/Gqi5, Fluo-8 calcium fluorescence; vehicle 0%, full acetylcholine response 100%; hit rate 0.14% among 360,000; P08173; activation, % at 3 µM;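 active = activation above the run mean over all test wells plus 3 SD, cut at about 32% in these data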;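 also: peak over basal fluorescence ratio per well then scaled between controls; 0% = DMSO wells and 100% = acetylcholine at EC100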
CHRM4 antagonist – blocks acetylcholine activation of human M4 receptor | P08173 | CHO-hM4 cells, ACh EC80, Fluo-8 calcium fluorescence | inhibition, % at 3 µM | hit rate 0.73% among 360,000;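 active = inhibition above its plate's cutoff, the mean inhibition of sample wells plus 3 SD, cut at about 27% in these data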;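 also: 0% = acetylcholine EC80 with DMSO and 100% = DMSO without agonist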
An asterisk follows results filed as active; . = not tested or not shown.

No. | SMILES | CRFBP-R2 agonist | M5 ag | M4 PAM | M5 antag | M5 PAM | M1 antag | CHRM1 PAM | CHRM4 antagonist | CHRM4 agonist
1 | CCCCN(C(=O)c1cc(-c2ccncc2)nc2ccccc12)c1c(N)n(CC(C)C)c(=O)[nH]c1=O | -0.8 | -2 | -7 | -6 | 6 | -18 | 17 | -2 | 1
2 | CCN(c1ccc(N=Cc2c(O)n(Cc3ccc(OC)cc3)c(=O)c3ccccc23)cc1)C(C)C | 127* | 7 | 7 | 4 | 17 | -8 | 6 | -1 | 1
3 | CC(NC(=O)C(C)(C)C)c1nc2ccccc2n1C (stereo not given) | 6.8 | -2 | 5 | 4 | -6 | -21 | 11 | -3 | 1
4 | Cc1ccc(NC(=O)c2cc([N+](=O)[O-])ccc2Cl)c(O)c1 | 0.1 | -2 | -6 | 1 | -3 | 2 | 6 | -3 | 3
5 | Cc1ccc(CNC(=O)C2CCCN(S(=O)(=O)N3CC(C)CC(C)C3)C2)cc1 (stereo not given) | -1.6 | -2 | 0 | 9 | -4 | 29 | -11 | 10 | 1
6 | O=C(NC1CCCCC1)c1cc([N+](=O)[O-])ccc1N1CCCCC1 | -0.1 | -1 | 8 | -9 | 10 | -7 | 5 | -2 | -2
7 | Cn1c(Nc2ccccc2)nc2ccccc21 | -0.7 | 0 | -4 | 22 | -7 | -5 | 0 | 0 | 3
8 | COc1ccccc1CNS(=O)(=O)c1ccc(-n2cccn2)cc1 | -2.0 | 5 | 2 | 5 | -10 | 10 | -6 | -7 | 9
9 | CCOC(=O)c1c(C)[nH]c(C(=O)N/N=C/c2ccc(Br)cc2)c1C | -1.1 | 4 | -8 | 1 | -14 | 10 | -11 | -8 | 12
10 | COc1ccc(CCNC(=O)CSc2nc3ncccc3[nH]2)c(OC)c1 | -0.9 | -5 | 0 | 14 | -7 | 2 | -5 | -3 | 2
11 | CCC(CO)Nc1ncnc2onc(-c3ccc(F)cc3)c12 (stereo not given) | -2.1 | -2 | 0 | 4 | 3 | -5 | 8 | 0 | 1
12 | COc1ccc(S(=O)(=O)N2CCCCCC2)cc1C(=O)Nc1ccc(C)cn1 | -0.8 | 3 | 10 | -9 | 3 | -23 | 7 | -22 | 1
13 | O=C(CSc1nnc(C2COc3ccccc3O2)o1)NC1CCCCC1 (stereo not given) | -1.8 | 1 | -4 | 1 | -1 | 3 | -1 | 1 | 1
14 | COc1cc(C(=O)OCCn2c(=O)c3c(ncn3CCN(C)C)n(C)c2=O)cc(OC)c1OC | -0.8 | -1 | -2 | 13 | -10 | 12 | -6 | 2 | 1
15 | COC(=O)C(O)(CC(=O)Nc1ccc(Cl)cc1F)C(F)(F)F (stereo not given) | 2.1 | 2 | 2 | 4 | -4 | -4 | 0 | 10 | 3
16 | O=C(Nc1ccc(Oc2cccnc2)cc1)C1CCN(Cc2cc(Cl)ccc2O)CC1 | -1.4 | 0 | -12 | 10 | -6 | 13 | -15 | -2 | 17
17 | C=C(C)COc1ccc(-c2n[nH]c(C)c2-c2ccc(OC)c(OC)c2)c(O)c1 | -5.0 | 2 | -6 | 4 | -1 | -7 | 8 | -4 | -2
18 | Cc1cccc(C(=O)NCC(=O)Nc2ccc(S(=O)(=O)Nc3nc(C)cc(C)n3)cc2)c1 | -0.2 | -4 | -5 | -4 | -4 | 3 | 2 | -2 | 0
19 | C[C@@H]1CN([C@H](C)CO)C(=O)CCCn2nncc2CO[C@H]1CN(C)C(=O)Nc1ccc2c(c1)OCO2 | 4.5 | -1 | 8 | -8 | 2 | -1 | -2 | -13 | 1
20 | COc1cccc(C(O)c2ncc(-c3cccc(F)c3)[nH]2)c1 (stereo not given) | . | 1 | 3 | -6 | 3 | 0 | -4 | -26 | 3
21 | Cc1cc(-c2ccccc2C(=O)Nc2ccccc2O)on1 | -1.8 | 4 | -15 | 7 | -3 | -10 | 3 | 9 | 1
22 | CCOC(=O)C(=CNNc1ccsc1C(=O)OC)C(=O)OCC | 0.7 | 2 | -10 | 3 | -3 | -12 | 4 | -1 | -1
23 | O=C(Nc1ccccc1Cl)c1csc(-c2cccnc2)n1 | -5.6 | -10 | 4 | 1 | 3 | -9 | 1 | -11 | 1
24 | CCCCn1c(N)c(N(CCC(C)C)C(=O)Cc2ccc(S(=O)(=O)N3CCOCC3)s2)c(=O)[nH]c1=O | 6.0 | 0 | 10 | -7 | -1 | -6 | 5 | -27 | 1
25 | Cc1ccc(C(=O)N/N=C/c2ccc3c(c2)OCO3)o1 | -3.0 | -3 | -4 | 5 | -5 | 1 | 1 | -2 | 1

Overlap with the part before: 2 entries, followed by the next part.
No. | SMILES | CRFBP-R2 agonist | M5 ag | M4 PAM | M5 antag | M5 PAM | M1 antag | CHRM1 PAM | CHRM4 antagonist | CHRM4 agonist
24 | CCCCn1c(N)c(N(CCC(C)C)C(=O)Cc2ccc(S(=O)(=O)N3CCOCC3)s2)c(=O)[nH]c1=O | 6.0 | 0 | 10 | -7 | -1 | -6 | 5 | -27 | 1
25 | Cc1ccc(C(=O)N/N=C/c2ccc3c(c2)OCO3)o1 | -3.0 | -3 | -4 | 5 | -5 | 1 | 1 | -2 | 1
26 | COc1ccc(-c2cnc3c(NC(C)=O)cc(-c4ccc(C(=O)NC5CC5)cc4)cn23)cc1OC | . | 1 | 9 | -5 | 3 | -26 | 22 | -10 | -3
27 | CCN(CC)S(=O)(=O)c1ccc2oc(SCC(=O)Nc3cc(C)on3)nc2c1 | . | 2 | -1 | -2 | 1 | -3 | 2 | -5 | 1
28 | COc1ccc(Cl)cc1N1C(=NC(=O)C2CCCO2)SC2CS(=O)(=O)CC21 (stereo not given) | -0.7 | -4 | 8 | 4 | 0 | -10 | 7 | -4 | 1
29 | CCCCOC(=O)CSC1=C(C#N)C(c2ccccc2OC)C(C#N)C(=O)N1 (stereo not given) | 0.6 | 1 | -2 | -9 | 9 | -30 | 7 | -4 | 0
30 | COc1cc(NC(=O)CCCn2c(=O)oc3ccccc32)cc(OC)c1 | -2.1 | -3 | -2 | 22 | 4 | -2 | 1 | 6 | 2
31 | Cc1cc(=O)oc2c(O)c(O)ccc12 | -0.1 | 0 | -9 | 1 | -7 | 5 | -10 | 4 | 2
32 | Cc1ccc(NC(=O)C2CCN(C(=O)c3ccco3)CC2)cc1 | -0.2 | -3 | 1 | -5 | 0 | 0 | 0 | -15 | 3
33 | COc1cc(-c2coc3c(C(=O)NCc4cccc(Cl)c4)cccc23)ccc1O | . | 2 | -4 | 6 | 1 | 8 | 0 | 5 | 7
34 | CCN1C(=O)S/C(=C/c2cn(C)c3ccccc23)C1=O | -1.1 | -7 | 8 | -1 | -2 | -5 | 9 | -20 | 0
35 | O=C(CCCNS(=O)(=O)c1cccc2nsnc12)NCCc1ccccc1 | -1.4 | 1 | -3 | 3 | -4 | -2 | 3 | 2 | 2
36 | CCOC(=O)C1CCN(C(=O)c2ccc(OC3CCN(C(=O)COC)CC3)cc2)CC1 | 2.2 | -4 | 20* | -16 | 6 | 2 | 13 | -5 | 1
37 | Cc1ccc(C(=O)N[C@@H](Cc2ccccc2)C(=O)N2CCC3(CC2)NCCc2[nH]cnc23)cc1C | -0.9 | -3 | -1 | -14 | 8 | 47* | -20 | -7 | 1
38 | CC(C)CC(c1nnnn1Cc1ccco1)N1CCN(C2CCCC2)CC1 (stereo not given) | 0.0 | -9 | -4 | -5 | 6 | 5 | -1 | 9 | 0
39 | O=C(Nc1ccc(Cl)cn1)c1ccc2nccnc2c1 | -0.8 | 0 | -1 | 4 | -1 | -1 | 2 | 11 | 1
40 | O=C(Cc1cccs1)Nc1ccc(F)cc1F | 0.5 | 4 | -2 | -4 | -3 | -11 | 4 | -1 | 0
41 | COc1ccc2c(CC(=O)Nc3c(C)n(C)n(-c4ccccc4)c3=O)coc2c1 | -1.3 | -1 | -3 | 5 | 0 | -19 | 9 | 9 | 0
42 | CC1(C)NC(=O)N(CC(=O)N2CCN(c3ccc([N+](=O)[O-])cc3)CC2)C1=O | -0.9 | 7 | 6 | 3 | 4 | 13 | -10 | -7 | 3
43 | COC(=O)c1cc(NS(=O)(=O)c2ccc(N3CCOCC3)c([N+](=O)[O-])c2)cc(C(=O)OC)c1 | -3.8 | 2 | -1 | -11 | 0 | -5 | 2 | -2 | 1
44 | COc1cc(C=Nc2cccc([N+](=O)[O-])c2C)ccc1OC(C)=O | 1.5 | -2 | 11 | 9 | 0 | -3 | 8 | 5 | 1
45 | COCCCNCCCCOc1ccccc1-c1ccccc1 | -0.7 | -6 | -17 | 2 | -12 | 0 | -14 | 13 | 4
46 | CN(Cc1cc2ccccc2[nH]c1=O)C(=O)c1cccs1 | 1.2 | -1 | 8 | 9 | 3 | -3 | 5 | 4 | 1
47 | O=C(Cc1ccccc1F)Nc1ccc(Cl)nc1 | -0.1 | -1 | -4 | 1 | 0 | -5 | 8 | 14 | 0
48 | O=C(C=CC(=O)Nc1ccc(F)cc1F)Nc1ccc(F)cc1F | . | 1 | -2 | 0 | 1 | -5 | 4 | 7 | 0
49 | Cc1ccccc1C(=O)NCCCc1ccccc1 | -2.6 | -4 | 11 | -6 | 1 | -9 | 5 | -22 | 1
50 | COc1ccccc1/C=C/C(=O)OCC(=O)Nc1c(C)nn(-c2ccccc2)c1C | 0.1 | 5 | -8 | 12 | -29 | 22 | -7 | 12 | 24

No. | SMILES | CRFBP-R2 agonist | M5 ag | M4 PAM | M5 antag | M5 PAM | M1 antag | CHRM1 PAM | CHRM4 antagonist | CHRM4 agonist
51 | Cc1ccc(NC(=O)CCC(=O)N2CCC(C)CC2)c([N+](=O)[O-])c1 | -4.2 | 2 | 8 | 1 | 5 | -7 | 9 | 3 | 1
52 | CN1CCN(c2ccc(NC(=O)c3ccc4ccccc4c3)cc2)CC1 | 0.5 | -9 | 0 | -5 | -1 | -5 | 2 | 2 | 2
53 | CCC/C=C/c1ccc(CN2C(C(C)C)C(=O)N(Cc3cn(Cc4ccco4)nn3)CCS2(=O)=O)cc1 (stereo not given) | 5.6 | 0 | 5 | -2 | 0 | -11 | 12 | -2 | 1
54 | Cc1ccc2[nH]c3c(=O)n(CCN4CCOCC4)cnc3c2c1 | -0.5 | -3 | 7 | 4 | -4 | -14 | 10 | 6 | 0
55 | O=C(O)c1ccc(N/N=C/c2ccnc3ccccc23)cc1 | 3.0 | -4 | 3 | 5 | 3 | 0 | 3 | -7 | 0
56 | C=CCn1c(=O)c(C(=O)NCc2ccccc2)c(O)c2ccccc21 | 2.2 | -1 | 2 | 16 | 5 | -10 | 7 | -3 | -1
57 | COc1ccc(C/C(C)=N/NC(=O)c2ccc(Cl)cc2)cc1 | -2.9 | 4 | 1 | -5 | -3 | 0 | 1 | 0 | 1
58 | Cc1nnc(NC(=O)c2ccc(S(=O)(=O)N3CCOCC3)cc2)s1 | -0.3 | -8 | 0 | 7 | -4 | -9 | 6 | -13 | 1
59 | Cc1cc(C)cc(NC(=O)N2CCCCCCC2)c1 | 0.1 | -4 | -4 | -4 | 0 | -3 | 4 | -5 | 0
60 | CCN(CC)S(=O)(=O)c1cccc(C(=O)Nc2ccc(S(=O)(=O)NC3=NCCCCC3)cc2)c1 | 0.8 | -6 | -2 | 6 | 0 | 2 | 2 | 0 | 2
61 | C=CCn1c(COc2ccccc2)nnc1SCC(=O)NCC(=O)OCC | -1.8 | -4 | 2 | 3 | -4 | -14 | 1 | 13 | 0
62 | CC1CCc2cc(F)ccc2N1C(=O)CSc1nnc2c(n1)[nH]c1ccc(F)cc12 (stereo not given) | -0.1 | 1 | 1 | 9 | -2 | 4 | 4 | 8 | 1
